CaV13 FRET inh: Disruptors of the CACNA1D IQ motif to Ca2+-dependent inactivation inhibitor domain association, primary screening, Förster resonance energy transfer in intact living …. actives 0.098% (n = 340,000). HEK cells, CFP/YFP FRET ICDI-IQ, plate reader, 10 min; percent FRET-ratio fall versus neutral wells. inhibition, % at 12.3 µM;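 active = mean replicate inhibition of at least 30% and at least 1% of replicates passing that level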;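 note: 0% = median of the neutral control wells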
Starred values were filed as active, the others as inactive.

CaV13 FRET inh,mol
-5,Nc1[nH]c(C(=O)c2ccccc2)c(-c2ccc(F)cc2)c1C(=O)c1c[nH]c2ccccc12
-1,O=C(N/N=C(\Cc1ncc[nH]1)c1ccccc1)c1ccccc1
-5,O=C(NCc1ccccc1)[C@@H]1CCCN1C(=O)[C@H]1CCCN1C(=O)c1ccc(F)cc1
-17,COc1cc2c(c3c1c(=O)c1cccc(F)c1n3C)C=CC(C)(C)O2
-18,N#CC1=C(N)N2C(=C(C#N)C1c1ccc(Br)cc1)Nc1ccccc12 (stereo unspecified)
-15,CN1CCCC1CCNc1ccc2oc3ccccc3c(=O)c2c1 (stereo unspecified)
-3,O=C(N[C@H](C(=O)N1CCC[C@H]1C(=O)NC1CCCC1)c1ccccc1)c1ccccc1
-3,COCCNS(=O)(=O)c1cc(OC)c(Cl)cc1Cl
-5,O=C(Nc1cccc2ccccc12)OC[C@@H]1CSCCS(=O)(=O)N1
-13,CCCCCCCCN
-10,COC(=O)C1=C(C)N(Cc2ccc(C(F)(F)F)cc2)C(=NCc2cc(OC)c(OC)c(OC)c2)NC1c1cccc(Cl)c1 (stereo unspecified)
-19,COc1ccccc1CNC(=O)c1cn(C)c2ccc(S(=O)(=O)N3CCCCC3)cc2c1=O
-5,CC(=O)N1C[C@H]2CON(C)[C@H]2C[C@H]1c1ccccc1-c1ccccc1
-3,CN1NC(=O)c2ccccc2NC1=S
-6,C[C@H]1CN([C@@H](C)CO)C(=O)CCCn2cc(nn2)CO[C@@H]1CN(C)S(=O)(=O)c1cn(C)cn1
19,CCN(CC)S(=O)(=O)c1cccc(C(=O)N[C@@H](C)c2nc3ccccc3[nH]2)c1
-4,COC(=O)c1cc2c(c3c4cc(C)ccc4n(S(=O)(=O)c4cccc(C)c4)c13)C(=O)N(Cc1ccc(N(C)C)cc1)C2
-9,CN1CCN(C(c2ccc(C(F)(F)F)cc2)c2cc(Cl)c3cccnc3c2O)CC1 (stereo unspecified)
-5,COC(=O)C1=C(C)N(Cc2ccccc2C(F)(F)F)C(=NCc2ccccc2)NC1CCc1ccccc1 (stereo unspecified)
-4,COc1cccc(-c2[nH]nc3c2C(c2ccc(C)o2)C(C#N)=C(N)O3)c1 (stereo unspecified)
-11,COC(=O)[C@]12C[C@H](CC(=O)NCC3CCCCC3)C(=O)N(Cc3ccccc3)C1=C[C@H](C(C)C)O[C@@H]2C1CC1
0,COc1cccc(NC(=O)CSc2nnc(-c3ccoc3C)n2-c2ccccc2)c1
-3,COc1ccc(-c2cscc2N)cc1
-4,O=C(CSc1nc2[nH]ncc2c(=O)[nH]1)Nc1nccs1
-4,C[C@@H]1CN([C@H](C)CO)C(=O)CCCn2nncc2CO[C@H]1CN(C)C(=O)Nc1ccc2c(c1)OCCO2
-9,CCCCCCCCN1C(=O)[C@@H](CC(=O)NCc2ccc(OC)c(OC)c2)C[C@@]2(C(=O)OC)C1=C[C@H](C(C)(C)C)O[C@@H]2C
-6,COC(=O)[C@]12C[C@H](CC(=O)NCc3cccc4ccccc34)C(=O)N(Cc3ccc4c(c3)OCO4)C1=C[C@H](C(C)(C)C)O[C@@H]2C
-9,COC(=O)c1c(-c2ccc(OC)cc2)c2c(c3c4cc(F)ccc4n(S(=O)(=O)c4ccc(C)cc4)c13)C(=O)N(C)C2
-5,COc1ccc2c(c1)[C@@]1(OCCC=C[C@H]1C)C(=O)N2CC1CC1
-6,O=C1c2ccccc2/C(=C\c2ccc(Br)nc2)N1c1ccccc1

(continued)
CaV13 FRET inh,mol
-4,CCCCNc1ccc2c(c1)OC[C@@H](CC(C)C)NS2(=O)=O
-6,COc1ccc(CNS(=O)(=O)c2cc(Br)ccc2Br)cc1
-5,COc1cc(NS(=O)(=O)c2ccc(NC(=O)c3ccc(S(=O)(=O)N4CCCC4)cc3)cc2)ncn1
-5,COc1cccc(-c2ccc3c(c2)[C@@H]2C[C@H]4[C@@H](CN2CC3)[C@H](C)ON4C)c1
-4,COc1ccc(-c2ccccc2C2Cc3nnccc3CN2)cc1 (stereo unspecified)
-5,C=CCN1C[C@@H](COCc2ccccc2)OCCS1(=O)=O
-9,O=C(N[C@H](C(=O)N1CCC[C@H]1C(=O)NC1CCCC1)C1CCCCC1)c1ccco1
-3,C[C@H]1COc2cc(NCCO)ccc2S(=O)(=O)N1
-5,COc1ccccc1CCn1cnc(-c2cccc(Br)c2)c1CC(C)C
-4,COc1ccc(C2CC(=O)C(c3ccc(C(F)(F)F)cc3)=CN2Cc2ccccc2)cc1 (stereo unspecified)
-13,CC(C)(C)n1nc(C2CC2)c(Br)c1NC(=O)c1ccccc1Cl
-9,COC(=O)[C@]12C[C@H](CC(=O)N3CCCC3)C(=O)N(CCC3=CCCCC3)C1=C[C@H](COCc1ccccc1)O[C@@H]2C
-4,CCOc1ccc(C(=O)N/N=C/c2c(C)[nH]c(=O)[nH]c2=O)cc1
-5,C[C@H](CO)N1C[C@H](C)[C@H](CN(C)C(=O)Nc2ccc(N3CCCCC3)cc2)OCc2cnnn2CCCC1=O
-18,N#C/C(=C\c1ccc(-c2cccc([N+](=O)[O-])c2)o1)c1nnc(N2CCOCC2)n1-c1ccccc1
-10,COC(=O)[C@]12C[C@H](CC(=O)NCCC(C)C)C(=O)N(CCC3=CCCCC3)C1=C[C@H](COCc1ccccc1)O[C@@H]2C
-5,COc1cc(/C=N/Nc2ccccc2)ccc1OC(=O)c1cccs1
-5,O=C(c1cc(C(=O)N2CCOCC2)c2nc3ccccc3n2c1)c1ccccc1O
-6,C[C@H]1CN([C@@H](C)CO)C(=O)CCCn2cc(nn2)CO[C@@H]1CN(C)C(=O)c1ccc2ccn(C)c2c1
-16,O=C(N/C(=C\c1cn(-c2ccccc2)nc1-c1ccc(Cl)cc1)C(=O)N1CCOCC1)c1ccccc1
-2,COc1ccc(C2CC(=O)C(c3ccc(F)cc3)=CN2Cc2ccccc2)cc1 (stereo unspecified)
-18,Cc1ccc(Cl)cc1NC(=O)COC(=O)c1ccc(COc2ccc3c(C)cc(=O)oc3c2)cc1
-4,COc1ccc(/C=C/C(=O)OCC(=O)Nc2cc3oc4ccccc4c3cc2OC)cc1
-12,O=C(C(=O)N1CCC(CNC(=O)C2COc3ccccc3O2)CC1)c1cc2ccccc2o1 (stereo unspecified)
-6,S=C1NC[C@H](Cc2ccccc2)N1CC1CCN(CCCC2CCCCC2)CC1
-4,COC(=O)C1=C(C)N(C)C(=NCc2ccccc2)NC1c1cccc(Cl)c1 (stereo unspecified)
-6,CCOC(=O)C1CSCCS(=O)(=O)N1Cc1cccc(Cl)c1 (stereo unspecified)
-4,CC1CCN(CCNC(=O)c2ccc3c(=O)n(CCc4ccccc4)c(=O)[nH]c3c2)CC1
-6,C[C@@H]1CN(S(=O)(=O)C(C)(C)C)[C@H](CCO)/C1=C\CCO
-5,CCc1c(-c2ccccc2Br)ncn1CCc1ccccc1OC

Quoted from the listing.
Value of N#C/C(=C\c1ccc(-c2cccc([N+](=O)[O-])c2)o1)c1nnc(N2CCOCC2)n1-c1ccccc1 under CaV13 FRET inh: -18
Value of C[C@H]1CN([C@@H](C)CO)C(=O)CCCn2cc(nn2)CO[C@@H]1CN(C)C(=O)c1ccc2ccn(C)c2c1 under CaV13 FRET inh: -6
Value of COc1ccc(CNS(=O)(=O)c2cc(Br)ccc2Br)cc1 under CaV13 FRET inh: -6
Value of COc1ccc(-c2ccccc2C2Cc3nnccc3CN2)cc1 (stereo unspecified) under CaV13 FRET inh: -4

Returning to the listing with the 2 entries that preceded the break.
CaV13 FRET inh,mol
-6,C[C@@H]1CN(S(=O)(=O)C(C)(C)C)[C@H](CCO)/C1=C\CCO
-5,CCc1c(-c2ccccc2Br)ncn1CCc1ccccc1OC
-10,N#Cc1ccc(S(=O)(=O)N2CCCc3nc(-c4ccc(F)cc4)ccc32)cc1
-10,COC(=O)[C@]12C[C@H](CC(=O)N3CCCCC3)C(=O)N(Cc3ccccc3)C1=C[C@H](C(C)(C)C)O[C@@H]2C
-5,Cc1ccccc1S(=O)(=O)N(C)C[C@H]1OCc2cnnn2CCCC(=O)N([C@H](C)CO)C[C@@H]1C
-5,CC(C)CN1CCC(CN2C(=S)NC[C@@H]2Cc2ccccc2)CC1
-3,Cc1nn2c(N3CCN(C(=O)c4ccco4)CC3)cc(C(C)(C)C)nc2c1-c1ccccc1
-4,O=C1CSC(c2cccs2)N1c1nncs1 (stereo unspecified)
-5,COC(=O)C1=C(C)N(Cc2cccc(C(F)(F)F)c2)C(=NCc2ccc3c(c2)OCO3)NC1c1cccc(C(F)(F)F)c1 (stereo unspecified)
-10,CC(C)CC1NC(=O)c2ccccc2-n2c1nc1ccc(Cl)cc1c2=O (stereo unspecified)
-11,CC(C)CC1NC(=O)c2ccc(Cl)cc2-n2c1nc1ccc(F)cc1c2=O (stereo unspecified)
-10,Cc1ccc2c(c1)-n1c(nc3ccccc3c1=O)C(Cc1ccccc1)NC2=O (stereo unspecified)
-5,CCCCS(=O)(=O)N1CCCc2nc(CC)c(CC)cc21
-5,Cn1c(=O)c(Nc2ccc(Cl)cc2)c2c3c(cccc31)C(=O)c1ccccc1-2
-4,Cc1ccc(C2NC(=O)c3n[nH]c(C(C)C)c32)cc1 (stereo unspecified)
-6,Nc1[nH]c(C(=O)c2ccc(Br)cc2)c(-c2ccccn2)c1C(=O)NCCc1c[nH]c2ccccc12
-14,Nc1[nH]c(C(=O)c2ccccc2)c(-c2cccc3ccccc23)c1C(=O)NC1CCCCC1
-5,O=C(Nc1c(Cl)c(C2CC2)nn1-c1ccccc1)C(Cl)(Cl)Cl
-4,CN1OC[C@@H]2CN3C(=NCCc4ccccc4)Sc4ccccc4[C@@H]3C[C@@H]21
-9,O=C1NC(c2ccccc2)(c2ccccc2)C(=O)N1CNc1ccccn1
-5,COc1ccc(NC(=O)N(C)C[C@H]2OCCCC[C@H](C)Oc3ccc(NC(=O)Nc4cccc5ccccc45)cc3C(=O)N([C@@H](C)CO)C[C@H]2C)cc1
-4,C#CCC1c2ccccc2CCN1CC=C (stereo unspecified)
-7,O=C(NCc1ccccc1)[C@H]1CCCN1C(=O)[C@H]1CCCN1C(=O)c1ccc(F)c(F)c1
-11,CC(=C1N=C(c2ccccc2)OC1=O)c1cccs1
-2,CN(c1cccnc1)c1ccc(NC(=O)CCc2c[nH]c3ccccc23)cc1Br
-55,COc1ccc(C2CC(c3cccs3)=NN2c2ccc(C=O)cc2)cc1 (stereo unspecified)
-4,C[C@@H]1Cn2cnc(C(=O)N(C)Cc3ccccc3)c2C(=O)N1
-6,CCOC(=O)CN1C(=O)N[C@@H](CCc2ccccc2)C(C(C)=O)=C1C
-5,COc1ccc2nc(Sc3c([N+](=O)[O-])nc(C)n3Cc3ccccc3)[nH]c2c1
9,CN1Cc2sc(NC(=S)NC(=O)c3ccccc3)c(C#N)c2CC1(C)C
-5,O=C(CS(=O)(=O)c1ccccc1)CS(=O)(=O)c1ccccc1
-14,CC(C)C1CC(N(C)C)=CC(=S)N1 (stereo unspecified)

Already shown: 6 of the compounds above.
CaV13 FRET inh,mol
-11,CC(C)CC1NC(=O)c2ccc(Cl)cc2-n2c1nc1ccc(F)cc1c2=O (stereo unspecified)
-10,Cc1ccc2c(c1)-n1c(nc3ccccc3c1=O)C(Cc1ccccc1)NC2=O (stereo unspecified)
-5,CCCCS(=O)(=O)N1CCCc2nc(CC)c(CC)cc21
-5,Cn1c(=O)c(Nc2ccc(Cl)cc2)c2c3c(cccc31)C(=O)c1ccccc1-2
-4,Cc1ccc(C2NC(=O)c3n[nH]c(C(C)C)c32)cc1 (stereo unspecified)
-6,Nc1[nH]c(C(=O)c2ccc(Br)cc2)c(-c2ccccn2)c1C(=O)NCCc1c[nH]c2ccccc12

(continued)
CaV13 FRET inh,mol
-3,COc1ccc(N2CCN(C(=O)c3ccc4c(c3)[nH]c(=S)n3c5ccccc5nc43)CC2)cc1
-3,CC(=O)O[C@@H]1C=C[C@@H](C#Cc2ccc(C(C)(C)C)cc2)O[C@@H]1COC(=O)NC(C)C
-12,COC(=O)C1=C(C)N(Cc2ccccc2C(F)(F)F)C(=NCc2ccc(OC)cc2)NC1c1ccc(F)cc1 (stereo unspecified)
-15,Nc1[nH]c(C(=O)c2ccc(Cl)cc2)c(-c2ccc(Br)cc2)c1C(=O)NCc1ccc(Cl)cc1Cl
-4,CCN1C[C@@H]2[C@@H]3C(=O)N(Cc4ccccc4)C(=O)[C@@H]3[C@](CC)(C1=O)N2C(=O)c1ccc(Cl)cc1
-12,CCCCCCN(C(=O)CCCCCN1C(=O)NC(c2ccccc2)C(C(=O)OCc2ccccc2)=C1C)C(C(=O)NCCCC)c1ccc(OCC(=O)OC)c(C(=O)OC)c1 (stereo unspecified)
-16,CC1=NNC(=O)C1CCC(=O)N/N=C/c1ccc(C)cc1 (stereo unspecified)
-3,CC(=O)c1ccc(N2CCN(C(=O)c3ccc4c(=O)[nH]c5c(C(=O)NC6CCCC6)sc(=S)n5c4c3)CC2)cc1
-5,CCNC(=O)N(C)[C@H]1C[C@H]2c3[nH]c4c(-c5ccccc5)cccc4c3CCN2C(=O)[C@H]1[C@H](C)O
-12,O=C(c1ccccc1)N1CCC2CCN(S(=O)(=O)c3ccccc3)CC21 (stereo unspecified)
-5,CC(C)CN1CCC(=O)N([C@H](CO)c2ccccc2)CC1
-4,O=c1[nH]c(CSc2nc3ccccc3s2)nc2cc(Cl)ccc12
-7,CCC(=O)NNC(=O)CCC(=O)Nc1ccccc1
5,Cc1cc(C(=O)CCl)c(C)n1CCc1ccccc1
-11,COC(=O)CCC(=O)OC1(C)C(=O)C2=CN(C(CO)CO)C(c3ccc(OC)cc3)=CC2=C(Br)C1=O (stereo unspecified)
-5,C[C@@H]1NS(=O)(=O)c2c(F)cccc2O[C@@H]1c1ccccc1
-6,CCOC(=O)C1=C(C)N=C2c3ccccc3C(=O)C2C1c1ccc(Br)cc1 (stereo unspecified)
-4,C[C@@H]1CN([C@H](C)CO)C(=O)c2cc(NS(=O)(=O)c3ccccc3)ccc2O[C@@H](C)CCCCO[C@@H]1CN(C)Cc1ccccc1
-8,O=C(NCc1ccccc1)[C@H]1CCCN1C(=O)[C@H]1CCCN1C(=O)c1ccc(F)c(C(F)(F)F)c1

Screening data from PubChem BioAssay.

An excerpt; count on the stated rates, not on these rows.
